E coli growth: counter-screen for AddAB inhibitors: E. coli growth inhibition; inhibition, % at 11.9 µM; 330,000 compounds, 0.27% hits; E. coli V3065 growth, OD600 absorbance, 18 h;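 active = inhibition above the campaign's mean inhibition across all tested compounds plus 3 SD, cut at about 9.9% in these data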;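 also: uninfected addAB+ strain grown without phage in ampicillin broth; 0% = DMSO wells and 100% = ciprofloxacin 0.95 µg/ml wells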
AddAB inh: less growth of phage-infected E. coli with AddAB; 330,000 compounds, 0.29% hits; inhibition, % at 11.9 µM; AID 435030; E. coli expressing H. pylori AddAB, absorbance growth; in the data active = inhibition above about 12%;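 also: 0% = vehicle wells of infected cells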
MOR-DOR inv ag: mu-delta opioid heterodimer inverse agonism; cell-based MOR-DOR heterodimer luminescence; inhibition, % at 9.3 µM; 340,000 compounds, 0.21% hits; AID 504357; in the data active = inhibition above about 22%, passing the limit was not always enough;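 also: 0% = cells with DMSO and 100% = wells without cells with DMSO; values of inactives mirror those of a sister screen read the other way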
PKA-R1A act: PKA-R1A complex activation | P00514+P68181 | PKA-R1A dissociation, Cy5-IP20 fluorescence polarization; scaled: DMSO 0%, 113 µM cGMP 100% | activation, % at 11.4 µM | 340,000 compounds, 0.083% hits | AID 504707;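 active = percent activation above the mean of all tested compounds plus 3 SD, cut at about 19% in these data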;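 also: higher means more PKAc released from R1A so a rise in polarization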
HTR5A ag ctr: HTR5A agonism, opioid heterodimer counter-screen; P47898; HTR5A agonist assay, luminescence, cell-based; activation, % at 9.3 µM; 340,000 compounds, 0.61% hits; AID 504692; in the data active = activation mostly above about 9.5%, no sharp cut-off; inactive = mostly below about 7.6%;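 also: 0% = cells with vehicle only and 100% = reference agonist; strong numbers were not always called active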
phage Ecoli inh: E. coli growth loss with phage present; growth absorbance; inhibition, % at 11.9 µM; 360,000 compounds, 0.26% hits; AID 651602; in the data active = inhibition above about 11%
SUMO Mot1 rescue: SUMOylation pathway inhibition by Mot1-301 growth rescue; growth rescue, % at 18.8 µM; AID 2716; S. cerevisiae Mot1-301 growth rescue, ATP luminescence, 38.5C; percent above DMSO median, 100 means doubled; 320,000 compounds, 1% hits;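 active = every valid replicate shows activation above 250% relative to neutral control wells; inactive = the rest, any valid replicate at or below 250%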;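 also: OY570 slx delta 5 strain wells were the positive control but not used for scaling; some compounds called inactive have numbers as strong as hits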
DSG3 Ab inh: blocks pemphigus antibody binding to human desmoglein-3. P32926. DSG3-coupled beads, scFv-anti-DSG3-GFP binding, flow cytometry; hits give low values. binding (percent of control), % at 10 µM. 310,000 compounds, 0.48% hits. AID 588358;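 active = binding more than 3 SD below its plate's average and above zero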;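 also: hits lower antibody fragment binding to DSG3; some compounds called inactive have numbers as strong as hits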
Target sequence (P32926 whole entry, looked up, the tested form may be a part): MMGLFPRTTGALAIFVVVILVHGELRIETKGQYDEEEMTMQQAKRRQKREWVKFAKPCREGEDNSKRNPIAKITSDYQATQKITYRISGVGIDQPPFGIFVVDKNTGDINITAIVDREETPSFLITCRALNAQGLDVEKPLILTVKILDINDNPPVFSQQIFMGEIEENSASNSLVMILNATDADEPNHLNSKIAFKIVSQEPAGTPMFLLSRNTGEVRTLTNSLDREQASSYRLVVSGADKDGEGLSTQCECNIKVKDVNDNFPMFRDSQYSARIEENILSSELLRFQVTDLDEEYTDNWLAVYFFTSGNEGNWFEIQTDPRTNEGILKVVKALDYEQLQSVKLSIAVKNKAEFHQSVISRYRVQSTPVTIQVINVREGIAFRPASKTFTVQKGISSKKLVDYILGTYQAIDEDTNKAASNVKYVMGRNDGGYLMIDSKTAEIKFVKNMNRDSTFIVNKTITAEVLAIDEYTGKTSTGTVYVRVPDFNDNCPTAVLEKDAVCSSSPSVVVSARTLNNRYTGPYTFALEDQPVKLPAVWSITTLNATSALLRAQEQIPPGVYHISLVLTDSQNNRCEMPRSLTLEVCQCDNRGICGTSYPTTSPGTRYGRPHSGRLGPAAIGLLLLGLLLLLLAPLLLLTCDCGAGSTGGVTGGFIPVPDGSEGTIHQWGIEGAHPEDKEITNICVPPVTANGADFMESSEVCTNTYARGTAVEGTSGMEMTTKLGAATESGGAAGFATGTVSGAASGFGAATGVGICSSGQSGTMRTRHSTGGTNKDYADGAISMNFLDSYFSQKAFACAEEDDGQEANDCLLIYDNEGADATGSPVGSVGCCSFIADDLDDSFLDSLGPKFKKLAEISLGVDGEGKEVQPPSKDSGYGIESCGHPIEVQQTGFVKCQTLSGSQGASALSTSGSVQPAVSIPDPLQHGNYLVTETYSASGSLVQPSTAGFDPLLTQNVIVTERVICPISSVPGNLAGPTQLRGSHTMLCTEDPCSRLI
PfHsp90 yeast 2: reduces growth (ATP signal) of yeast expressing P. falciparum Hsp90; S. cerevisiae expressing PfHsp90, BacTiter-Glo ATP, 48 h; yeast lacking PDR1 and PDR3 efflux regulators; inhibition, % at 9.4 µM; 310,000 compounds, 0.32% hits; AID 504621;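 active = every replicate shows inhibition above about 80%, whatever the replicate mean, limit read from the data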;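 also: 0% = DMSO neutral controls and 100% = 20 µM radicicol positive controls; yeast relying on Plasmodium falciparum Hsp90 in place of its own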
OPRM1-OPRD1 ag: agonists of human mu-delta opioid receptor heterodimerization; 340,000 compounds, 0.3% hits; AID 504326; cells, OPRM1-OPRD1 heterodimerization, luminescence; P35372+P41143; activation, % at 9.3 µM; in the data active = activation above about 18%;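 also: 0% = vehicle-treated cells and 100% = reference agonist; values of inactives mirror those of a sister screen read the other way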
HTR5A inv ctr: HTR5A inverse agonism, opioid heterodimer counter-screen; HTR5A cell line, luminescence; 340,000 compounds, 0.083% hits; inhibition, % at 9.3 µM; P47898; in the data active = inhibition mostly above about 23%, no sharp cut-off; inactive = mostly below about 18%;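 also: 0% = cells with DMSO and 100% = no-cell wells with DMSO; some compounds called inactive have numbers as strong as hits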
* = called active by the depositor; i = inactive; . = no result given; & = joins results of further samples.

Screens by letter – A = E coli growth; B = AddAB inh; C = MOR-DOR inv ag; D = PKA-R1A act; E = HTR5A ag ctr; F = phage Ecoli inh; G = SUMO Mot1 rescue; H = DSG3 Ab inh; I = PfHsp90 yeast 2; J = OPRM1-OPRD1 ag; K = HTR5A inv ctr
> Cc1nn(CC(=O)Nc2ccc(N3CCOCC3)cc2)c(C)c1[N+](=O)[O-]
  A = 0.9 | B = -0.4 | C = 8 | D = 3 | E = 4 | F = 0.4 | G = -16 | H = 95 | I = 4 | J = -1.6 | K = -17
> CC[C@@H](C(=O)[C@@H](C)[C@@H](O)[C@H](C)[C@@H]1O[C@@H]([C@@H](CC)C(=O)O)CC[C@@H]1C)[C@H]1O[C@]2(C=C[C@@H](O)[C@]3(CC[C@@](C)([C@H]4CC[C@](O)(CC)[C@H](C)O4)O3)O2)[C@H](C)C[C@@H]1C
  A = . | B = . | C = i | D = 2 | E = 40* | F = 12* | G = . | H = 104 | I = -79 | J = 104* | K = -115
> CCN(CC(=O)Nc1ccc(OC(F)F)cc1)C1CCCCC1
  A = 3.1 | B = 4.1 | C = 5 | D = 0 | E = 2 | F = 0.3 | G = . | H = 101 | I = -14 | J = -0.9 | K = 1
> Cc1ccc2nc(-c3ccccc3)c(CN3CCN(c4ccccc4F)CC3)n2c1
  A = 1.6 | B = 1.2 | C = 20 | D = -7 | E = 3 | F = 3.2 | G = -17 | H = 106 | I = -17 | J = -4.0 | K = -6
> O=C(Nc1cccnc1)c1cc2cc(Br)ccc2oc1=O
  A = . | B = . | C = 4 | D = -2 | E = -2 | F = 0.9 | G = . | H = 90 | I = -29 | J = -0.7 | K = 19
> COC(=O)[C@H]1C[C@@H]1[C@H](NC(=O)OCc1ccccc1)c1ccccc1
  A = -0.2 | B = -0.4 | C = 2 | D = 4 | E = 0 | F = 2.8 | G = 74 | H = 105 | I = -9 | J = -0.3 | K = 1
> O=C(Nc1ccon1)c1ccccc1Cl
  A = 0.4 | B = 0.9 | C = 8 | D = 5 | E = 0 | F = -0.4 | G = 10 | H = . | I = . | J = -1.3 | K = 0
> COc1ccc(NC(=O)c2cccc(Cn3cc(Br)cn3)c2)cn1
  A = -3.2 | B = -0.2 | C = 13 | D = -10 | E = 6 | F = 1.3 | G = 0 | H = . | I = -8 | J = -2.7 | K = 7
> CC(=O)/C=C\c1ccccc1OC(=O)c1cc2ccccc2oc1=O
  A = 0.8 | B = 0.3 | C = -1 | D = -1 | E = -2 | F = 0.1 | G = 51 | H = 98 | I = -13 | J = 0.2 | K = -1
> COC(=O)/C(C#N)=C/c1c(Oc2cccc(C)c2)nc2ccccn2c1=O
  A = -0.8 | B = -2.2 | C = 14 | D = -1 | E = 3 | F = 1.9 | G = 8 | H = . | I = -5 | J = -2.8 | K = 1
> C[C@]12CCC(=O)C=C1CC[C@@H]1[C@@H]2[C@@H](O)C[C@@]2(C)[C@H]1CC[C@]2(O)C(=O)CO
  A = -0.5&1.4 | B = -0.9&1.0 | C = 3&6 | D = -4&-7 | E = 1&2 | F = 3.5&3.5 | G = -12&1 | H = 101&101 | I = -7&6 | J = -0.5&-1.1 | K = -16&-6
> COCCCN1C(=O)c2ccc(C(=O)OCC(=O)NCc3ccccc3OC)cc2C1=O
  A = 1.4 | B = 3.7 | C = 5 | D = -4 | E = 0 | F = -0.4 | G = -5 | H = 112 | I = -14 | J = -0.8 | K = 0
> CCOCCCNC(=O)c1ccc2c(c1)N=C(CC)c1cc(Br)ccc1S2
  A = -2.4 | B = -2.9 | C = 10 | D = -1 | E = 3 | F = -0.6 | G = 63 | H = 93 | I = 0 | J = -2.1 | K = -8
> CCCCCCCCC(NC(=O)c1ccc(C#N)cc1)C(=O)NCCC (stereo unspecified)
  A = -2.7 | B = 0.1 | C = 0 | D = -2 | E = -1 | F = 2.4 | G = -7 | H = 97 | I = 4 | J = 0.0 | K = -1
> CCNC(=S)N/N=C(\C)c1cccc([N+](=O)[O-])c1
  A = -1.9 | B = 1.9 | C = -6 | D = -3 | E = 5 | F = 4.6 | G = -5 | H = 101 | I = 6 | J = 0.8 | K = -14
> COc1ccc(NC(=O)Nc2cccc3c2O[C@H](CN(C)S(=O)(=O)c2ccc(F)cc2)[C@@H](C)CN([C@H](C)CO)C3=O)cc1
  A = -0.6 | B = 0.6 | C = 15 | D = 2 | E = 3 | F = 0.8 | G = -9 | H = 99 | I = -11 | J = -2.5 | K = 6
> COc1ccc(/C=N/NC(=O)C(=O)N2CCCC2)cc1OC
  A = 0.5 | B = -0.5 | C = 7 | D = -20 | E = 2 | F = 2.5 | G = -1 | H = . | I = 3 | J = -1.3 | K = 23
> CCOC(=O)c1c(NC(=O)CSc2nnnn2C)sc(CC)c1C
  A = 0.7 | B = -0.4 | C = -11 | D = 6 | E = -5 | F = -0.5 | G = 2 | H = 99 | I = 3 | J = 1.9 | K = 0
> CC(=O)c1c(C)[nH]c(C(=O)OCC(=O)Nc2cccc(S(=O)(=O)N3CCCC3)c2)c1C
  A = -1.0 | B = -0.5 | C = 2 | D = -2 | E = 5 | F = 1.3 | G = 2 | H = 115 | I = . | J = -0.5 | K = -1
> CCOC(=O)c1c(-c2ccccc2)csc1NC(=O)C1CCCO1 (stereo unspecified)
  A = -0.2 | B = 0.4 | C = -29 | D = -5 | E = 2 | F = 3.6 | G = 228 | H = 100 | I = -11 | J = 4.6 | K = -4
> Cc1oc(-c2cc(Cl)cc(Cl)c2)cc1C(=O)NCCc1ccccc1
  A = 0.5 | B = 3.6 | C = -8 | D = 1 | E = 0 | F = 1.2 | G = -6 | H = 104 | I = -4 | J = 1.6 | K = 0
> Cc1ccc(C(=O)N(CN2CCCC2=O)c2ccccc2)cc1
  A = 0.5 | B = -0.6 | C = -4 | D = -11 | E = 4 | F = -0.1 | G = -4 | H = . | I = 16 | J = 1.0 | K = -2
> O=C(O)C1CCN(C(=O)COc2ccc3c(c2)oc(=O)c2ccccc23)CC1
  A = -1.3 | B = 4.5 | C = 17 | D = 4 | E = 1 | F = 2.2 | G = 9 | H = 101 | I = 6 | J = -3.5 | K = 16
> COC(=O)c1[nH]c2ccc(Cl)cc2c1NC(=O)CCN1CCOCC1
  A = -0.6 | B = 2.9 | C = -6 | D = 8 | E = -1 | F = -0.6 | G = 120 | H = 106 | I = -3 | J = 1.2 | K = -14

A different layout for 9 compounds above.
| SMILES | E coli growth | AddAB inh | MOR-DOR inv ag | PKA-R1A act | HTR5A ag ctr | phage Ecoli inh | SUMO Mot1 rescue | DSG3 Ab inh | PfHsp90 yeast 2 | OPRM1-OPRD1 ag | HTR5A inv ctr |
| --- | --- | --- | --- | --- | --- | --- | --- | --- | --- | --- | --- |
| Cc1nn(CC(=O)Nc2ccc(N3CCOCC3)cc2)c(C)c1[N+](=O)[O-] | 0.9 | -0.4 | 8 | 3 | 4 | 0.4 | -16 | 95 | 4 | -1.6 | -17 |
| CC[C@@H](C(=O)[C@@H](C)[C@@H](O)[C@H](C)[C@@H]1O[C@@H]([C@@H](CC)C(=O)O)CC[C@@H]1C)[C@H]1O[C@]2(C=C[C@@H](O)[C@]3(CC[C@@](C)([C@H]4CC[C@](O)(CC)[C@H](C)O4)O3)O2)[C@H](C)C[C@@H]1C | . | . | i | 2 | 40* | 12* | . | 104 | -79 | 104* | -115 |
| CCN(CC(=O)Nc1ccc(OC(F)F)cc1)C1CCCCC1 | 3.1 | 4.1 | 5 | 0 | 2 | 0.3 | . | 101 | -14 | -0.9 | 1 |
| Cc1ccc2nc(-c3ccccc3)c(CN3CCN(c4ccccc4F)CC3)n2c1 | 1.6 | 1.2 | 20 | -7 | 3 | 3.2 | -17 | 106 | -17 | -4.0 | -6 |
| O=C(Nc1cccnc1)c1cc2cc(Br)ccc2oc1=O | . | . | 4 | -2 | -2 | 0.9 | . | 90 | -29 | -0.7 | 19 |
| COC(=O)[C@H]1C[C@@H]1[C@H](NC(=O)OCc1ccccc1)c1ccccc1 | -0.2 | -0.4 | 2 | 4 | 0 | 2.8 | 74 | 105 | -9 | -0.3 | 1 |
| O=C(Nc1ccon1)c1ccccc1Cl | 0.4 | 0.9 | 8 | 5 | 0 | -0.4 | 10 | . | . | -1.3 | 0 |
| COc1ccc(NC(=O)c2cccc(Cn3cc(Br)cn3)c2)cn1 | -3.2 | -0.2 | 13 | -10 | 6 | 1.3 | 0 | . | -8 | -2.7 | 7 |
| CC(=O)/C=C\c1ccccc1OC(=O)c1cc2ccccc2oc1=O | 0.8 | 0.3 | -1 | -1 | -2 | 0.1 | 51 | 98 | -13 | 0.2 | -1 |

Source: PubChem BioAssay (several laboratories)
